Assay outcomes deposited in PubChem BioAssay by several laboratories.
Tn6 DDE FP: inhibitors of Tn6 peptide binding to fibrin DD(E), primary screen, biochemical, fluorescence polarization, human fibrin, Tn6 probe; Fibrinogen beta chain (Homo sapiens), P02675; inhibition, % at 8.3 µM; Fibrin DD(E) TRITC-Tn6 fluorescence polarization displacement; 370,000 compounds, 0.21% hits;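 active = inhibition above a per-campaign cutoff: mean of compounds within control limits plus 3 SD, cut at about 15% in these data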;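 note: 0% = median of all compound wells on the plate and 100% = blocking peptide control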
GC-A act: GC-A stimulated cGMP production enhancers – HEK293 GC-A cells, cGMP TR-FRET, EC30 ANP, primary screen; 0% at EC30 ANP, 100% saturating ANP; activation, % at 10 µM; 370,000 compounds, 0.14% hits; AID 1671463, 2021; in the data active = activation above about 40%
ADAM10 inh: human ADAM10 inhibitors, primary screen, biochemical, QFRET, HTS | Disintegrin and metalloproteinase domain-containing protein 10 (Homo sapiens), O14672 | recombinant ADAM10, EDANS/DABCYL FRET peptide cleavage, 3 h | inhibition, % at 7 µM | 370,000 compounds, 0.62% hits;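 active = inhibition above a per-campaign cutoff equal to the mean of compounds falling between control-based bounds plus 3 SD, cut at about 20% in these data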;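 note: 0% = DMSO wells while the 100% control is not disclosed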
GC-B act: human GC-B receptor activators, primary screen, HEK293 GC-B cells, cGMP TR-FRET, EC30 CNP | Atrial natriuretic peptide receptor 2 (Homo sapiens), P20594 | activation, % at 10 µM | 370,000 compounds, 0.11% hits | 0% at EC30 CNP, 100% saturating CNP;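 active = activation at 10 µM reaching about 35% in either raw or pattern-adjusted values, limit read from the data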
FXN GAA850 act: FXN promoter activators, primary screen, cell-based, luciferase luminescence, HEK293 lucGAA850; 360,000 compounds, 0.56% hits; HEK293 lucGAA850 FXN promoter luciferase reporter, 24 h; percent of 10 µM SAHA response; activation, % at 6 µM;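 active = activation above the average of all compounds screened plus 3 SD, cutoff fixed separately per campaign, cut at about 7.5% in these data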;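 note: 0% = DMSO wells and 100% = 10 µM SAHA wells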
proKLK7 act: proKLK7 zymogen activators, primary screen, biochemical, fluorescence intensity | activation, % at 7 µM | purified proKLK7, EDANS-DABCYL substrate fluorescence; 100% is mature enzyme control, 0% vehicle | AID 652039, 2013 | 370,000 compounds, 0.9% hits;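 active = activation above the mean of all tested compounds plus 3 SD, computed per campaign excluding outliers beyond control limits, cut at about 13% in these data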
Target sequence (P49862 whole entry, looked up): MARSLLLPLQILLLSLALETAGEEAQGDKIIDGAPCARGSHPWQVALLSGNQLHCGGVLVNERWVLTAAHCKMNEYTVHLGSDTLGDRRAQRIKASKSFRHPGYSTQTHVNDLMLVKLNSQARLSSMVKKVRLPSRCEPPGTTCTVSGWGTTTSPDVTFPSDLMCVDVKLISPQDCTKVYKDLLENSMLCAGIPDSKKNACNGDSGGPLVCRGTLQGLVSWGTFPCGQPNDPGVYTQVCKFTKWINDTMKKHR
HGIII-sPLA2 inh: human group III sPLA2 inhibitors, primary screen, biochemical, QFRET, BODIPY PC-A2 liposome substrate; QFRET BODIPY PC-A2 liposome hydrolysis, fluorescence; inhibition, % at 12.2 µM; 370,000 compounds, 0.56% hits; AID 743126, 2013;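 active = inhibition above mean plus 3 SD of compounds lying within the high and low control bounds, cut at about 19% in these data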;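 note: 0% = median of test compound wells and 100% = no enzyme DMSO wells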
Target sequence (Q9NZ20 whole entry, looked up): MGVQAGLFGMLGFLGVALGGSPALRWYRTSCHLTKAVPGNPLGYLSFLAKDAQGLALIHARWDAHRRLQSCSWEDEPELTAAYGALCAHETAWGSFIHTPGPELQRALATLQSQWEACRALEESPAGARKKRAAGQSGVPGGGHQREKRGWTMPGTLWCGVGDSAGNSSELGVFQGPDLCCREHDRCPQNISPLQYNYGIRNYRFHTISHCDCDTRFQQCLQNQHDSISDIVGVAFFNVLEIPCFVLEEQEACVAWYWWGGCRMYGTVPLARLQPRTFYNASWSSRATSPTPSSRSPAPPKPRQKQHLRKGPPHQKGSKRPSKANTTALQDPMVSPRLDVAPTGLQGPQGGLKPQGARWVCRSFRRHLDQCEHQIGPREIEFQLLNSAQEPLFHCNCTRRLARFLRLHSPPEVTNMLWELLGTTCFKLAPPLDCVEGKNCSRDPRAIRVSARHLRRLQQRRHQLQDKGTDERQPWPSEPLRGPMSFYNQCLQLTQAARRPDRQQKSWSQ
rCAG binder: binders of r(CAG) RNA repeats, primary screen, biochemical, fluorescence; r(CAG) RNA repeat, TO-PRO-1 dye displacement fluorescence; inhibition, % at 3 µM; 370,000 compounds, 1.3% hits;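 active = inhibition above the plate cutoff, the mean of all test compounds on that plate plus 3 SD, cut at about 35% in these data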;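 note: 0% = DMSO alone and 100% = 100 µM mitoxantrone as full dye displacement; higher means more dye released from RNA so lower well fluorescence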
ARFGAP1 inh: inhibitors of rat ARFGAP1 GAP activity, primary screen, biochemical, fluorescence polarization, GDP tracer; ADP-ribosylation factor GTPase-activating protein 1 (Rattus norvegicus), Q62848; Arfgap1-stimulated ARF1 GTP hydrolysis, GDP FP detection; inhibition, % at 16.5 µM; 360,000 compounds, 0.26% hits;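 active = inhibition above a per-plate limit, mean inhibition of low control wells plus 3 SD, cut at about 25% in these data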;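 note: 0% = DMSO wells with enzyme and 100% = wells lacking Arfgap1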
Target sequence (Q62848 1-136 limits assumed): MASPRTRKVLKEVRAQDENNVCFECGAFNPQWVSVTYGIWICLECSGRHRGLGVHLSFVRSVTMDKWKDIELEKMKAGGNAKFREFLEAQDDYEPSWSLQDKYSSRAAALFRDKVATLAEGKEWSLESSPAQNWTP
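System: truncated rat Arfgap1 GAP domain / Medium: HEPES-based buffer, pH 7.5 / Also added: N-terminally truncated human ARF1-GTP substrate / Incubation: enzyme reaction 120 min at 25 °C after 20 min preincubation / Measured by: FP of antibody-bound GDP Alexa 633 tracer, ex 620/em 688 nm / Replicates: singlicate, each compound tested once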
ASAP1 GAP inh: inhibitors of human ASAP1 ArfGAP activity, primary screen, biochemical, fluorescence polarization | ASAP1-stimulated ARF1 GTP hydrolysis, GDP FP detection | 360,000 compounds, 0.19% hits | inhibition, % at 16.5 µM | Arf-GAP with SH3 domain, ANK repeat and PH domain-containing protein 1 (Homo sapiens), …; in the data active = inhibition above about 25%;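 note: 0% = vehicle with enzyme and substrate and 100% = no enzyme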
* hit, by the source's call; · = no result given.

SMILES	Tn6 DDE FP	GC-A act	ADAM10 inh	GC-B act	FXN GAA850 act	proKLK7 act	HGIII-sPLA2 inh	rCAG binder	ARFGAP1 inh	ASAP1 GAP inh
CC[C@]12c3[nH]c4ccc(OC)cc4c3CCN1C(=O)C(CC(=O)NCCCn1ccnc1)C[C@@H]2C(=O)N1CCN(C(=O)c2ccco2)CC1 (stereo partly drawn)	-4	2	-3	2	-0.6	-0.2	8	3	3	-7
COCCN(C(=O)COC(=O)/C=C/c1cccc(OC)c1)c1c(N)n(CC(C)C)c(=O)[nH]c1=O	7	4	-123	0	0.9	3.7	15	-4	-5	-13
CC(=O)c1c(C)[nH]c(C(=O)OCC(=O)Nc2nnc(-c3ccccc3)o2)c1C	0	-3	2	2	1.2	0.5	1	14	3	14
O=C(CN1CCN(C(C(=O)Nc2cc(C(F)(F)F)ccc2Cl)c2ccccc2)CC1)NC1CC1 (stereo not drawn)	5	0	-20	5	-0.1	-0.5	16	1	3	-15
COc1ccc(C2CC(c3cccs3)=NN2C(=O)c2ccco2)cc1OC (stereo not drawn)	-7	17	-15	7	-0.3	0.7	5	0	3	1
COc1ccc(S(=O)(=O)N2CCCc3nc(-c4ccc(F)cc4)ccc32)cc1	4	-4	-5	-4	·	0.0	-1	0	-5	3
O=C(/C=C/c1cc(Br)ccc1F)OCC(=O)N1CCCC1	0	5	-2	-4	1.7	0.8	1	0	-9	-12
CCNC(=S)NCc1ccc(F)cc1	-2	4	3	6	1.3	-0.1	1	0	-12	-6
O=C(COC(=O)CNC(=O)c1ccccc1F)NCCC1=CCCCC1	-1	-4	-4	-3	0.9	-0.6	3	0	8	6
Cc1c(C(=O)N2CCOCC2)oc2ccc(Br)cc12	3	2	-6	-4	0.7	0.0	0	1	9	-6
Nc1ccn([C@@H]2O[C@H](CNCc3ccc(-c4cc(C(F)(F)F)ccc4Cl)o3)[C@@H](O)[C@H]2O)c(=O)n1	-1	-1	-2	-1	3.7	-0.9	5	4	-8	10
O=C(Cc1ccc(F)cc1)OCn1nnc2ccccc2c1=O	10	-1	2	2	1.5	0.6	-3	-5	2	-16

Quoted from the listing:
Under ADAM10 inh, Cc1c(C(=O)N2CCOCC2)oc2ccc(Br)cc12 has the entry -6
Under FXN GAA850 act, COc1ccc(C2CC(c3cccs3)=NN2C(=O)c2ccco2)cc1OC (stereo not drawn) has the entry -0.3

Next structures
SMILES	Tn6 DDE FP	GC-A act	ADAM10 inh	GC-B act	FXN GAA850 act	proKLK7 act	HGIII-sPLA2 inh	rCAG binder	ARFGAP1 inh	ASAP1 GAP inh
CCn1c(NC(=O)c2cccs2)c(-c2cccs2)c(=O)c2ccccc21	3	3	-8	-2	-1.0	-0.1	-1	9	5	4
Cc1ccc(CNC(=O)c2ccccc2-n2cnnn2)cc1	5	5	-9	2	0.7	-0.2	7	0	9	1
NCC(c1ccc(Cl)cc1Cl)c1c[nH]c2ccccc12 (stereo not drawn)	-2	-44	-5	-9	-1.2	-0.5	11	22	7	6
C[N+]1(CC(=O)Nc2ccc(F)cc2)CCN(C(=O)c2ccco2)CC1	-4	1	-1	-1	2.2	0.3	3	-2	-10	12
Cc1ccc(C(=O)OC/C(O)=C(\C#N)c2nc3ccccc3[nH]2)cc1S(=O)(=O)N1CCOCC1	-6	1	-6	-4	-0.5	-0.9	-4	20	9	6
NC(=O)NC(=O)CC1S/C(=N/N=C2\CSC(=O)N2)NC1=O (stereo not drawn)	8	-1	-5	2	2.3	0.1	0	2	13	-8
CCc1ccc2c(c1)C(=O)C(=O)N2CC(=O)Nc1ccc(NC(=O)c2ccccn2)cc1	-1	-4	1	-2	3.1	0.3	2	14	-4	8
C=CC[C@@H](Cc1ccc(F)cc1)C(=O)OC[C@H]1CCCN1C(=O)[C@@H](CC=C)CC(=O)N[C@H](CO)Cc1ccccc1	1	-2	13	4	-6.6	-0.2	-31	-5	1	-6
Cn1nnc2c(C(N)=O)ncn2c1=O	0	3	-2	2	-1.1	0.5	2	3	7	11
CCN1CCN(Cc2c(O)ccc3c(=O)c(-c4ccc(OC)c(OC)c4)c(C)oc23)CC1	-1	9	-391	0	1.2	11	2	-6	5	7
Cc1ccccc1NS(=O)(=O)c1ccc(C(=O)N2CCN(S(=O)(=O)c3ccccc3)CC2)cc1	4	1	-6	2	0.6	0.3	4	0	4	-6
O=C1C(N2CCOCC2)=Cc2cccc3cccc1c23	38*	-8	-46	-4	2.3	-1.2	-70	-24	2	-2
Cc1ccccc1NC(=S)NC(=O)Cc1ccc(Cl)cc1	0	2	10	5	-1.9	0.6	-19	3	5	6
COc1ccc(N2C(=O)CC(N(CCc3ccc(OC)c(OC)c3)C(=S)Nc3ccccc3)C2=O)cc1 (stereo not drawn)	-2	2	3	0	8.4*	0.3	-22	12	21	1
CC(C)(C)OC(=O)N(CCc1ccccc1)Cc1cccc(OCc2cccc(NC(=O)/C=C/c3ccccc3)c2)c1	-8	-3	-1	3	-2.5	-0.3	-6	11	13	5
CC(C)OC(=O)c1nnn(-c2nonc2N)c1CN1CCCCCC1	-11	-2	7	4	3.0	-0.3	-1	1	-1	16
CC(=O)Nc1ccc(NC(=O)C2CCCN(C(=O)c3ccc(Cl)cc3)C2)cc1 (stereo not drawn)	6	1	9	-1	2.0	-0.1	4	-1	8	3
N#CCCN1CCN(C(=S)c2ccc(-c3ccc(Cl)c(Cl)c3)o2)CC1	-6	29	-6	61*	8.7*	0.7	-9	7	8	8
COC(=O)C1=C(C)N(Cc2ccccc2C(F)(F)F)C(=NCc2ccc(C(F)(F)F)cc2)NC1c1cccc(C(F)(F)F)c1 (stereo not drawn)	3	-1	-11	4	·	0.9	-7	-2	13	-7
Cc1ccc(-c2c(C#N)c(N)n(-c3ccccc3C)c(=O)c2C#N)cc1	5	1	-17	4	0.0	0.5	19	1	4	1
Cc1ccc(/C=N/NC(=O)c2cc(-c3cccnc3)nc3ccccc23)cc1	-3	7	2	-1	-0.8	0.7	-7	4	3	6
CCc1ccc2[nH]c(=O)c(Cc3ccccc3)c(O)c2c1	4	1	-13	2	2.0	2.6	-3	0	1	5
O=C(NC(=S)NC1CCCC1)c1ccccc1Br	-4	1	2	-2	4.2	-1.0	18	0	-3	-2
CCCC(=O)N1CCC(C(=O)NC2CCCc3ccccc32)CC1 (stereo not drawn)	12	1	2	10	·	0.4	1	2	·	·
COc1ccc(OC)c(C2CC(=O)OC3=C2C(=O)CC(C)(C)C3)c1 (stereo not drawn)	-10	-5	-7	3	1.3	-0.1	6	0	1	-2
Nc1c(C(=O)Nc2ccccc2F)sc2nc(Cc3ccccc3)cc(C(F)(F)F)c12	-1	40	-10	3	-0.9	-1.0	3	-2	-2	-2
CC(=O)Cc1nsc(Nc2ccc(Cl)cc2)n1	4	2	0	-2	1.6	0.7	-31	-1	3	13
c1ccc(CC2CCN(c3nc4ccccc4n4cnnc34)CC2)cc1	-1	0	-7	-2	1.6	-2.4	-5	5	12	-12
COc1ccc(N2C(N)=NC(N)=NC23CCCC3)cc1	-2	-1	0	-4	-1.2	0.4	9	5	3	-1
COc1ccc(C(=O)Nc2cccc(/C(C)=N/NC(=O)c3ccc([N+](=O)[O-])cc3)c2)cc1OC	-13	-1	8	3	0.3	0.2	0	-1	8	-5
COc1ccc2ccccc2c1/C=N/NC(=O)CC1(C)OCCCO1	-7	-4	-13	-4	1.0	-0.1	2	0	8	-9
CN(C(=O)CSc1nnc(Nc2ccccc2)s1)C1CCS(=O)(=O)C1 (stereo not drawn)	-1	0	6	0	1.0	1.3	-1	0	3	7
CCCOC(=O)c1cccc(NC(=O)COc2ccc([N+](=O)[O-])cc2)c1	3	3	7	0	-0.1	0.2	10	0	-5	-1
CSc1nsc(/C=C/Nc2cccc(Cl)c2)c1C#N	-7	1	0	-5	2.4	0.2	-7	34	10	-8
CCn1cc(CNC(=S)Nc2cccc(Cl)c2C)cn1	6	1	0	4	0.9	-0.2	6	-1	-7	3
CC(=O)NC(CC(=O)NCCc1ccccc1)c1ccccc1 (stereo not drawn)	0	0	-1	1	1.3	-0.3	3	-3	0	0
C/C(Cl)=C/Cn1c(N2CCCC2)nc2c1c(=O)[nH]c(=O)n2C	0	1	11	7	0.2	0.2	1	-2	2	-1
COc1ccc(CN2C[C@@H](CO)O[C@@H](n3cnc4c(N5CCCC5)ncnc43)C2)cc1	8	5	0	1	0.6	0.3	0	1	7	-5

Part of the list above, reduced to ASAP1 GAP inh, GC-A act and rCAG binder.
Compound,ASAP1 GAP inh,GC-A act,rCAG binder
Nc1c(C(=O)Nc2ccccc2F)sc2nc(Cc3ccccc3)cc(C(F)(F)F)c12,-2,40,-2
CC(=O)Cc1nsc(Nc2ccc(Cl)cc2)n1,13,2,-1
c1ccc(CC2CCN(c3nc4ccccc4n4cnnc34)CC2)cc1,-12,0,5
COc1ccc(N2C(N)=NC(N)=NC23CCCC3)cc1,-1,-1,5

Arranged by length of the SMILES (smallest number first): 3 of the compounds above
SMILES	Tn6 DDE FP	GC-A act	ADAM10 inh	GC-B act	FXN GAA850 act	proKLK7 act	HGIII-sPLA2 inh	rCAG binder	ARFGAP1 inh	ASAP1 GAP inh
c1ccc(CC2CCN(c3nc4ccccc4n4cnnc34)CC2)cc1	-1	0	-7	-2	1.6	-2.4	-5	5	12	-12
CN(C(=O)CSc1nnc(Nc2ccccc2)s1)C1CCS(=O)(=O)C1 (stereo not drawn)	-1	0	6	0	1.0	1.3	-1	0	3	7
COc1ccc(OC)c(C2CC(=O)OC3=C2C(=O)CC(C)(C)C3)c1 (stereo not drawn)	-10	-5	-7	3	1.3	-0.1	6	0	1	-2
